Nrf2 inh – Nrf2 pathway inhibition; 2.1% of 360,000 active; Potency, µM (top dose mostly 46 µM), for the others: top-dose activity change, negative = inhibition, usual class: inhibitors; A549 ARE-Fluc reporter, luciferase luminescence, 18-24 h; further: potency means the concentration at half of the fitted maximal effect; on the % scale 0 is the no-effect control and ±100 the full control effect; nearly all actives have a fitted effect of over 60% in size
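A549 ARE_Fluc cells (5000/well, 5% FBS OPTI-MEM) pre-incubated 2 h, then treated with compounds 18-24 h at 37C/5% CO2 in concentration-response. CellTiter-Fluor viability read first; BugLite luciferase luminescence after 15 min at room temperature gives Nrf2 activity.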
IL-1B inflam inh – inflammasome signaling inhibition, IL-1 beta readout | THP-1 LPS/ATP IL-1B secretion, AlphaLISA, 16 h; hits give low values | activity change, % at 57.5 µM | AID 743279 | 4.7% of 360,000 active; in the data active means activity change below about -50%; inconclusive means mostly about -30% to -49%; further: on the % scale 0 is the no-effect control and ±100 the full control effect
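Secreted IL-1B measured by AlphaLISA bead assay after 16 h compound exposure of THP-1 cells; compounds (final up to 57.5 uM) added 1 h before LPS (250 ng/mL) and ATP (1.25 mM) stimulation; lower signal means less secretion.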
ATXN2 expr inh – inhibitors of ATXN2 expression | Potency, µM (highest dose often 57 µM), inactives show at the top dose activity change, negative = inhibition, usual class: inhibitors | 0.72% of 360,000 active | HEK-293 ATXN2-luciferase reporter, luminescence, 24 h; further: potency means the concentration at half of the fitted maximal effect; on the % scale 0 is the no-effect control and ±100 the full control effect; nearly all actives have a fitted effect of over 55% in size
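qHTS (up to 57 uM final) was run with 24 h compound exposure of reporter cells at 37 °C. Each well was multiplexed: SteadyGlo luminescence measured ATXN2-luciferase expression after a fluorogenic Gly-Phe-AFC viability readout (25 uM final).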
HepG2 viability – HepG2 cytotoxicity, counter-screen for TGF-b inhibitors | HepG2 CAGA-GFP viability, ATP luminescence, 18 h | 0.76% of 410,000 active | Potency, µM (doses to about 46.1 µM), without a hit: top-dose activity change, negative = cytotoxicity, hits mostly cytotoxic; further: potency means the concentration at half of the fitted maximal effect; some results filed as inactive show a strong effect at the top dose
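CellTiter-Glo luminescence gave cytotoxicity after 18 hours at 37 degrees C. The cells were HepG2 CAGA-GFP in 1% FBS DMEM, stimulated with 500 pg/mL TGF-beta after compound addition. %Activity was normalised to no-cell wells (complete cell-killing) and DMSO (no toxicity), and curves were fitted and classified.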
ATXN viability – cell viability loss in ATXN counter-screen. S2 cells (HEK-293 line with an ATXN2-luciferase reporter) viability, CellTiter-Fluor protease fluorescence, 24 h. Potency, µM (top dose mostly 56.7 µM), actives largely listed as cytotoxic. 0.49% of 400,000 active. AID 651635; further: potency means the concentration at half of the fitted maximal effect; nearly all actives have a fitted effect of over 40% in size
MCF10A rereplic – DNA re-replication induction in MCF 10a cells | MCF 10A DNA re-replication, Hoechst nuclear intensity, 48 h | Potency, µM (titrated, usually from 46.1 µM), inactives show at the top dose activity, positive = re-replication, actives largely listed as activators | 2.9% of 350,000 active; further: potency means the concentration at half of the fitted maximal effect; % of control where 0% means no effect; nearly all actives have a fitted effect of over 50% in size
Nrf2 ARE act – Nrf2 pathway activation | AREc32 ARE-luciferase reporter (MCF7-derived line), luminescence, 24 h | Potency, µM (highest dose often 46.1 µM), without a hit: top-dose activation, actives largely listed as activators | 0.31% of 410,000 active | AID 624171; further: potency means the concentration at half of the fitted maximal effect; % of control where 0% means no effect; nearly all actives have a fitted effect of over 65% in size
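Steps: seed AREc32_Fluc cells (1000/well, 5% FBS OPTI-MEM); incubate overnight at 37 deg C; add 23 nL compound; incubate 24 hr; add Steady-Glo; hold 30 min RT; read luminescence.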
TGFb SMAD3 inh – inhibitors of TGF-b signaling; Potency, µM (series often up to 46.1 µM), inactives show at the highest dose activity, negative = inhibition, most hits filed as inhibitors; HepG2 CAGA-GFP TGF-b/SMAD3 reporter, GFP fluorescence, 18 h; TGF-beta stimulated, 500 pg/mL final; 1.2% of 410,000 active; further: potency means the concentration at half of the fitted maximal effect; on the % scale 0 is the no-effect control and ±100 the full control effect; nearly all actives have a fitted effect of over 65% in size
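GFP signal (ex488/em500-530) from TGF-beta-stimulated HEPG2 CAGA-GFP cells, 500 pg/mL final, 18 h at 37 degrees C in DMEM plus 1% FBS, normalized to unstimulated and DMSO-stimulated controls.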
A549 tox – kills or reduces viability of A549 cells in Nrf2 counter-screen; Potency, µM (doses to about 46 µM), for the others: top-dose activity change, negative = cytotoxicity, actives largely listed as inhibitors; A549 ARE-Fluc cells, CellTiter-Fluor viability, 18-24 h; 0.16% of 390,000 active; AID 504648; further: potency means the concentration at half of the fitted maximal effect; on the % scale 0 is the no-effect control and ±100 the full control effect
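Cytotoxicity counterscreen: CellTiter-Fluor fluorescence was measured in A549 ARE_Fluc cells after 18-24 h of compound exposure in a concentration series. The subsequent BugLite luminescent read reports ARE-luciferase activity.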
* = called active by the depositor; i = inactive; ? = inconclusive; · = not tested or not shown; [ ] = another dose, or the depositor's remark. Unless noted, the call rests on the fitted dose curve; in most records, active means well fitted curve in the direction sought with a large enough effect; inconclusive means small, poorly fitted or top-dose-only effect, or another doubt; inactive means no such curve, though single readings can be large; an effect the other way counts as inactive or inconclusive. No enrichment for hits. Share with any hit: about 8.8%.

SMILES	Nrf2 inh	IL-1B inflam inh	ATXN2 expr inh	HepG2 viability	ATXN viability	MCF10A rereplic	Nrf2 ARE act	TGFb SMAD3 inh	A549 tox
CC1=C(C)CS(=O)N(S(=O)(=O)c2ccccc2)C1 (stereo unspecified)	-16%	-50*	-8%	-39%	i	?	0.1%	?	-16%
N#Cc1c(N2C(=O)c3ccc(C(=O)O)cc3C2=O)sc2c1CCCC2	5%	7	-21%	4%	i	1%	4.0%	-12%	4%
C=CCNCC(=O)N1N=C(c2ccc3ccccc3c2)CC1c1ccc(OC)cc1 (stereo unspecified)	22%	0	2%	-41%	i	?	11%	-2%	-17%
Cc1occc1C(=O)NC(C)CCc1ccccc1 (stereo unspecified)	3%	-4	-2%	-4%	i	21µM*	0.7%	-1%	11%
Cc1cc(NC(=O)CC(CN(C)S(=O)(=O)c2ccccc2)c2ccccc2)no1 (stereo unspecified)	?	-20	-37%	-18%	i	20%	4.6%	1%	4%
COCCNC(=O)C1Nc2ccc(C(F)(F)F)cc2C2C=CCC12 (stereo unspecified)	-13%	0	-9%	1%	i	57%	3.8%	-11%	1%
CCOc1cc(C2/C(=C(/O)c3ccc(OC(C)C)cc3)C(=O)C(=O)N2CCCOC)ccc1O (stereo unspecified)	1%	22	-3%	8%	i	-3%	0.1%	-1%	-2%
Cc1cc(C)nc(NC(=O)c2ccc([N+](=O)[O-])o2)n1	-11%	0	6%	-13%	?	13µM*	?	?	-2%
CCN1/C(=C/c2ccc3ccccc3[n+]2CC)C=Cc2ccccc21	2.9µM*	-55*	3.2µM*	10µM*	10µM*	-1%	-1.7%	1.8µM*	9.2µM*
CN(C(=O)CCn1c(=S)oc2ccccc21)C1CCCCC1	-23%	?	-19%	-13%	i	8%	-0.1%	-9%	-1%
CN(CC(=O)O)S(=O)(=O)c1ccc2c(c1)NC(=O)CC(=O)N2	-15%	8	-8%	0%	i	-4%	-0.6%	13%	0%
CC(C)(C)OC(=O)N1CCCC(C(=O)Nc2ccc(C(=O)N3CCCCC3)cc2)C1 (stereo unspecified)	?	-4	0%	-34%	?	25%	-0.5%	?	-10%
O=C(O)C1CCN1C1CCCCC1 (stereo unspecified)	2%	0	-2%	-12%	i	-5%	-0.3%	-14%	-5%
CSC[C@H]1CN(c2ccc(Br)cc2)C(=O)[C@@H]1CC(=O)Nc1ccccc1	·	-8	4%	-5%	i	·	-0.5%	-3%	·
CCOc1ccc(-c2c(C)nn3c(C)c(C(=O)NCC(C)c4ccccc4)cnc23)cc1OCC (stereo unspecified)	?	·	·	-10%	·	·	1.1%	-25%	-6%
CCc1ccc(NC(=O)c2cc3c(C)nc4ccccc4c3o2)cc1	?	-139*	-15%	-24%	i	?	5.0%	?	-20%
OC(c1ccccc1)(c1ccccc1)C1CCN(CCCOc2ccc(F)cc2)CC1	·	-53*	?	·	?	·	-0.1%	·	·
CCNc1nc(N)c(C(=C(C#N)C#N)c2ccccc2)s1	-15%	-75*	23%	-39%	i	20µM*	5.2%	?	-1%
Nc1ccc(S(=O)(=O)Nc2nccc(/C=C/c3cccc(Br)c3)n2)cc1	?	·	-30%	-32%	i	?	?	?	-11%
CCc1cc2c(cc3c(=O)n(CC(=O)N4CCN(c5ccccn5)CC4)nc(CC)n32)s1	2%	3	2%	-32%	i	8%	-0.4%	-10%	9%

Random excerpt: 3 compounds from above, in no set order.
SMILES	Nrf2 inh	IL-1B inflam inh	ATXN2 expr inh	HepG2 viability	ATXN viability	MCF10A rereplic	Nrf2 ARE act	TGFb SMAD3 inh	A549 tox
N#Cc1c(N2C(=O)c3ccc(C(=O)O)cc3C2=O)sc2c1CCCC2	5%	7	-21%	4%	i	1%	4.0%	-12%	4%
CCNc1nc(N)c(C(=C(C#N)C#N)c2ccccc2)s1	-15%	-75*	23%	-39%	i	20µM*	5.2%	?	-1%
Nc1ccc(S(=O)(=O)Nc2nccc(/C=C/c3cccc(Br)c3)n2)cc1	?	·	-30%	-32%	i	?	?	?	-11%

(listing goes on)
SMILES	Nrf2 inh	IL-1B inflam inh	ATXN2 expr inh	HepG2 viability	ATXN viability	MCF10A rereplic	Nrf2 ARE act	TGFb SMAD3 inh	A549 tox
O=C(Nc1ccc(-c2nc3ccccc3s2)c(O)c1)C1=COCCO1	25%	5	?	-4%	i	?	0.2%	-1%	-3%
O=C(Nc1ccc(Cl)c(S(=O)(=O)N2CCOCC2)c1)c1ccc(Cl)nc1	?	28	?	-8%	?	?	-0.6%	-6%	-12%
OC1(c2cccc(C(F)(F)F)c2)CCN(Cc2nc(-c3cnccn3)no2)CC1	?	5	·	-1%	i	4%	-1.9%	18%	0%
COc1cccc(N(CC(=O)NC2CCCCC2)C(=O)CCC(=O)Nc2nc(C)cs2)c1	1%	-3	2%	-5%	i	?	2.7%	10%	-8%
COc1ccc(NC(=O)C2C3C=CC(O3)C2C(=O)NCc2cccnc2)cc1 (stereo unspecified)	13%	-13	0%	3%	i	8%	6.5%	17%	·
O=C(COC(=O)c1ccc(Sc2ccccc2)c([N+](=O)[O-])c1)NC1CCCc2ccccc21 (stereo unspecified)	16%	39	6%	5%	i	-1%	0.2%	-4%	2%
CN1C(=O)[C@H]2[C@@H](/C=C/c3ccccc3)N3C(=O)CN(CCO)C(=O)[C@@]3(Cc3ccccc3)[C@H]2C1=O	7%	12	5%	-16%	i	11%	-1.7%	-12%	8%
CCCc1ccc(O)c(N=Cc2cc(Br)cc(OCC)c2O)c1	-5%	108	?	-50%	i	?	7.5%	?	-1%
COc1cc2c(cc1OC)C(C)N(C(=O)c1ccc(C)o1)CC2 (stereo unspecified)	4%	-10	-6%	2%	i	20%	2.0%	0%	-9%
CCN(CCO)c1ncnc2c1sc1nc(CC(C)C)c3c(c12)CC(C)(C)OC3	?	-19	0%	-16%	i	?	3.6%	16%	-2%
CCOC(=O)c1c(-c2ccc(C)cc2)csc1NC(=O)c1cccc(N2C(=O)CCC2=O)c1	4%	34	-12%	-1%	i	-2%	-0.9%	13%	-1%
O=S1(=O)CC(N2CCN(CC3CC3)CC2)CN1C1CCCCC1 (stereo unspecified)	·	35	1%	-1%	i	·	-1.3%	11%	·
COc1ccc(OC)c(C(=O)COC(=O)c2ccc(C)o2)c1	-5%	6	-1%	-2%	i	8%	13µM*	-18%	-3%
CCCCCNC(=O)[C@@H]1CSC2c3ccccc3C(=O)N21 (stereo partly specified)	-1%	2	·	-12%	i	0%	-0.1%	-11%	23%
COC(=O)c1nn(-c2ccc3c(c2)CCN3C(C)=O)cc1O	?	-21	?	-40%	i	2%	-2.6%	14%	15%
O=C(N/N=C/c1ccccc1[N+](=O)[O-])c1ccc(CN2CCOCC2)cc1	?	34	21%	-2%	i	6%	24%	-2%	0%
COc1cccc(CNS(=O)(=O)c2cc(Br)ccc2Br)c1	·	26	0%	3%	i	·	-0.5%	-2%	·
CCOC(=O)c1c(NC(=O)CSc2nnnn2C)sc(C)c1C	-23%	-18	-16%	-22%	i	1%	15%	0%	-6%
COCCN(C(=O)c1ccc(-c2ccc(Cl)cc2)o1)c1c(N)n(Cc2ccccc2)c(=O)[nH]c1=O	?	4	6%	0%	?	1%	-0.1%	?	-8%
Cc1ccc(NC(=O)c2nc[nH]c2C(=O)N2CCN(C(=O)OC(C)(C)C)CC2)cc1	2%	-16	-5%	-2%	i	?	0.6%	5%	4%

Only IL-1B inflam inh and Nrf2 inh (7 entries from above):
| canonical_smiles | IL-1B inflam inh | Nrf2 inh |
| --- | --- | --- |
| O=S1(=O)CC(N2CCN(CC3CC3)CC2)CN1C1CCCCC1 (stereo unspecified) | 35 | · |
| COc1ccc(OC)c(C(=O)COC(=O)c2ccc(C)o2)c1 | 6 | -5% |
| CCCCCNC(=O)[C@@H]1CSC2c3ccccc3C(=O)N21 (stereo partly specified) | 2 | -1% |
| COC(=O)c1nn(-c2ccc3c(c2)CCN3C(C)=O)cc1O | -21 | ? |
| O=C(N/N=C/c1ccccc1[N+](=O)[O-])c1ccc(CN2CCOCC2)cc1 | 34 | ? |
| COc1cccc(CNS(=O)(=O)c2cc(Br)ccc2Br)c1 | 26 | · |
| CCOC(=O)c1c(NC(=O)CSc2nnnn2C)sc(C)c1C | -18 | -23% |

Remaining list, next part.
SMILES	Nrf2 inh	IL-1B inflam inh	ATXN2 expr inh	HepG2 viability	ATXN viability	MCF10A rereplic	Nrf2 ARE act	TGFb SMAD3 inh	A549 tox
CC(C)c1ccccc1NC(=O)COC(=O)Cc1cccc(C(F)(F)F)c1	-6%	109	-1%	-11%	i	2%	-0.1%	-9%	8%
O=C(O)CCC(NC(=S)Nc1ccccc1)C(=O)O (stereo unspecified)	2%	18	0%	1%	i	-16%	0.4%	-2%	1%
Cc1ccc(-n2sc3ccccc3c2=O)cc1S(=O)(=O)N1CCCCC1	?	-106*	-24%	-52%	?	16µM*	23%	?	-14%
COc1ccc(Cl)cc1C1CC(=O)Nc2cc3c(cc21)OCCO3 (stereo unspecified)	?	·	·	7%	·	·	-1.4%	?	-4%
Cc1cc(Br)ccc1SCC(=O)NNC(=O)c1ccco1	7%	-8	·	3%	?	-5%	-0.1%	-6%	10%
O=C(CCCn1c(=S)[nH]c2ccsc2c1=O)Nc1ccc(F)cc1	·	18	·	-1%	i	·	-1.4%	-11%	·
Cc1ccc(C)c(N2CCN(CCCNC(=O)c3ccc4nc(N5CCCCC5)sc4c3)CC2)c1	·	·	54%[activator]	-2%	i	·	4.1%	-3%	?
CC(C)(C)NC(=O)CCN(/N=C/c1ccncc1)C1=NS(=O)(=O)c2ccccc21	-7%	11	-18%	0%	i	-2%	-0.9%	14%	-4%

Screens: PubChem, National Center for Advancing Translational Sciences (NCATS)
